KB-3-1 cytotox – qHTS assay for MDR1-selective chemotherapeutics: Primary screen using the parental adenocarcinoma cell KB-3-1. KB-3-1 viability, CellTiter-Glo ATP luminescence, 72 h. Potency, µM (series often up to 46.1 µM), inactives show top-dose activity change, negative = cytotoxic, most hits filed as cytotoxic. 400,000 tested, 1.4% active. AID 1347075, 2019; further: potency means the concentration at half of the fitted maximal effect; on the % scale 0 is the no-effect control and ±100 the full control effect; nearly all actives have a fitted effect of over 60% in size
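Screening of KB-3-1 cells (DMEM, 10% FBS, phenol-red free) ran from lowest to highest compound concentration; after 72 h at 37 °C viability was read luminescently and curves fitted.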
HT1080NT lethal – qHTS for induction of synthetic lethality in tumor cells producing 2HG: qHTS for the HT-1080-NT fibrosarcoma cell line. HT-1080-NT fibrosarcoma viability, CellTiter-Glo ATP luminescence, 48 h. 360,000 tested, 1.6% active. AID 686970, 2013. Potency, µM (titrated, usually from 46.1 µM), for inactives: at the top dose activity, negative = less viability, actives largely listed as cytotoxic;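 further: NT is the 2HG producing partner of a matched IDH1 knockdown line; potency means the concentration at half of the fitted maximal effect; 0% = DMSO-treated cells and -100% = media-only wells without cells; nearly all actives have a fitted effect of over 55% in size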
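Read-out is CellTiter-Glo luminescence after 10 minutes at room temperature, following 48 hours' compound treatment of HT-1080-NT cells (750 cells/well, RPMI, 5% FBS, 37 degrees C).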
IL-1B inflam inh – qHTS for Inhibitors of Inflammasome Signaling: IL-1-beta AlphaLISA Primary Screen. THP-1 LPS/ATP IL-1B secretion, AlphaLISA, 16 h; active compounds read low. activity change, % at 57.5 µM. 360,000 tested, 4.7% active. AID 743279, 2014; in the data active means activity change below about -50%; inconclusive means mostly about -30% to -49%; further: on the % scale 0 is the no-effect control and ±100 the full control effect
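Secreted IL-1B measured by AlphaLISA bead assay after 16 h compound exposure of THP-1 cells; compounds (final up to 57.5 uM) added 1 h before LPS (250 ng/mL) and ATP (1.25 mM) stimulation; lower signal means less secretion.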
KB-V1 MDR tox – qHTS assay for MDR1-selective chemotherapeutics: Primary screen using the drug-selected MDR subline cells KB-V1; KB-V1 MDR cells viability, CellTiter-Glo, 72 h; Potency, µM (series often up to 46.1 µM), without a hit: at the highest dose activity change, negative = cytotoxicity, most hits filed as cytotoxic; 400,000 tested, 3.4% active; further: potency means the concentration at half of the fitted maximal effect; on the % scale 0 is the no-effect control and ±100 the full control effect; nearly all actives have a fitted effect of over 60% in size
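Cytotoxicity toward P-gp-expressing KB-V1 cells was determined as loss of CellTiter-Glo luminescence after 72 h at 37 degrees C. Compounds were tested in quantitative HTS format across a concentration range, with curves fitted to normalized data.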
ATXN2 expr inh – Primary qHTS for Inhibitors of ATXN expression. HEK-293 ATXN2-luciferase reporter, luminescence, 24 h. Potency, µM (highest dose often 57 µM), for the others: top-dose activity change, negative = inhibition, usual class: inhibitors. 360,000 tested, 0.72% active; further: potency means the concentration at half of the fitted maximal effect; on the % scale 0 is the no-effect control and ±100 the full control effect; nearly all actives have a fitted effect of over 55% in size
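ATXN2-luciferase reporter cells (luciferase flanked by upstream and downstream ATXN2 gene portions) were treated 24 h at 37 °C with compounds at up to 57 uM. SteadyGlo luminescence gave expression; GF-AFC fluorescence gave viability.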
HT1080 IDH1KD tx – qHTS for induction of synthetic lethality in tumor cells producing 2HG: qHTS for the HT-1080-IDH1KD cell line; HT-1080 IDH1 knockdown viability, ATP luminescence, 48 h; Potency, µM (top dose mostly 46.1 µM), without a hit: at the top dose activity, negative = toxicity, most hits filed as cytotoxic; 360,000 tested, 2% active; AID 686971, 2013;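 further: potency means the concentration at half of the fitted maximal effect; 0% = DMSO wells and -100% = cell-free medium wells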
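IDH1KD HT-1080 cells, 750/well, RPMI + 5% FBS; compound pinned after 2 h settling; 48 h, 37 °C; CellTiter-Glo luminescence; % activity normalised to DMSO and no-cell wells; curves fitted, classed by r2 and efficacy.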
ATXN viability – Viability Counterscreen for Primary qHTS for Inhibitors of ATXN expression; S2 cells (HEK-293 line with an ATXN2-luciferase reporter) viability, CellTiter-Fluor protease fluorescence, 24 h; Potency, µM (highest dose often 56.7 µM), most hits filed as cytotoxic; 400,000 tested, 0.49% active; further: potency means the concentration at half of the fitted maximal effect; nearly all actives have a fitted effect of over 40% in size
SW480 rerep – A quantitative high throughput screen for small molecules that induce DNA re-replication in SW480 colon adenocarcinoma cells; SW480 DNA re-replication, Hoechst DNA content imaging, 48 h; Potency, µM (highest dose often 46.1 µM), inactives show at the highest dose re-replication activation, hits mostly activators; 340,000 tested, 1.8% active; further: potency means the concentration at half of the fitted maximal effect; % of control where 0% means no effect; nearly all actives have a fitted effect of over 55% in size
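SW480 cells exposed to compounds for 48 hr at 37 C, 5% CO2, then Hoechst-stained 40 min. Nuclear DNA content imaged by fluorescence scanning (405 nm excitation, 500-530 nm emission); re-replication scored as increased high-intensity nuclei.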
MCF10A rerep – A quantitative high throughput screen for small molecules that induce DNA re-replication in MCF 10a normal breast cells. Potency, µM (titrated, usually from 46.1 µM), without a hit: at the top dose activity, positive = re-replication, usual class: activators. 350,000 tested, 2.9% active. AID 624296, 2012. MCF 10A DNA re-replication, Hoechst nuclear intensity, 48 h; further: potency means the concentration at half of the fitted maximal effect; % of control where 0% means no effect; nearly all actives have a fitted effect of over 50% in size
Starred values were filed as active, the others as inactive; i = inactive; ? = inconclusive; / = not tested or not shown; [ ] = dose if it differs, or a comment. Unless noted, the call rests on the fitted dose curve; in most records, active means well fitted curve in the direction sought with a large enough effect; inconclusive means small, poorly fitted or top-dose-only effect, or another doubt; inactive means no such curve, though single readings can be large; an effect the other way counts as inactive or inconclusive.

SMILES	KB-3-1 cytotox	HT1080NT lethal	IL-1B inflam inh	KB-V1 MDR tox	ATXN2 expr inh	HT1080 IDH1KD tx	ATXN viability	SW480 rerep	MCF10A rerep
Cc1ccccc1CNC(=O)Cn1ncn2nc(-c3cccs3)cc2c1=O	9%	/	/	7%	1%	/	i	/	/
COc1ccc(CN2CCN(C(=O)c3cccc4ccccc34)CC2)cc1Br	4%	?	-65*	0%	-31%	?	i	-4%	19%
O=C(C1CN(C(=O)c2cc3cc(Cl)ccc3o2)c2ccccc2O1)N1CCCCC1 (stereo not drawn)	?	0%	-26	21µM*	-9%	-15%	i	1%	?
O=C1CSC(c2ccc([N+](=O)[O-])cc2)N1CCN1CCCCC1 (stereo not drawn)	3%	-1%	0	-5%	7%	9%	i	0%	3%
Cc1cc(Br)c2[nH]c3c(c2c1)CCCC3=O	-15%	-10%	-2	1%	-16%	-11%	i	-1%	8%
Cc1cc(C)c(S(=O)(=O)N2CCOCC2)cc1NS(=O)(=O)c1cc(OCC(N)=O)c(C)cc1Cl	-3%	0%	12	?	-14%	-3%	?	-22%	-19%
Cc1cccc(OCc2nnc(SCC(=O)N3c4ccccc4CC3C)n2C)c1C (stereo not drawn)	?	?	-25	?	-14%	-29%	i	-3%[9.22 µM]	6%
CCOC(=O)C1C2C=CC3(CN(CCc4ccccc4)C(=O)C13)O2 (stereo not drawn)	-4%	0%	13	10%	-9%	0%	i	-2%	?
CC1CCN(Cc2nc(-c3ccccc3)no2)CC1	-1%	3%	26	?	46%[activator]	-1%	i	-5%	-8%
CCCC[n+]1ccn(C2=C([O-])c3ccccc3C(=O)/C2=N\S(=O)(=O)c2ccc(Cl)cc2)c1	?	?	43	4%	?	?	?	24%	9%
O=C(CSc1ncn[nH]1)c1ccc(OC(F)F)cc1	?	1%	0	-1%	/	11%	i	-5%	13%
COC(=O)CNC(=O)CN1C(=O)N(c2ccc(Cl)cc2)C(N(O)C(=O)Nc2ccc(Cl)cc2)C1(C)C (stereo not drawn)	8%	11%	-4	3%	-8%	6%[9.24 µM]	i	-7%	0%
CCc1ccccc1NC(=O)N[C@H](C(=O)O)C(C)C	-1%	9%	9	9%	-5%	7%	i	-14%	-17%
O=C(Nc1nncs1)c1ccc(N2C(=O)C3C4C=CC(C4)C3C2=O)cc1 (stereo not drawn)	-2%	-4%	15	14%	10%	3%	i	-1%	-1%
COc1cccc(C(=O)N/N=C(\CC(C)C)c2ccccc2)c1	-16%	-2%	-3	-14%	-3%	-3%	i	6%	-3%
CCCCn1c(N)c(N(CC)C(=O)c2cc(S(=O)(=O)N3CCN(CC)CC3)ccc2Cl)c(=O)[nH]c1=O	-1%	-1%	0	5%	-4%	2%	i	-6%	-1%
CC1CN(C(=O)CSc2nnc(-c3ccc(Cl)cc3)n2C)CC(C)O1 (stereo not drawn)	-3%	-10%	14	-25%	3%	0%	i	-4%	-4%
O=C(Nc1cccc(O)c1)c1ccc([N+](=O)[O-])cc1Cl	?	2%	15	6%	53%[activator]	8%	i	?	-10%
Cc1cc(C(=O)NCCCN2CCCC2=O)cs1	-15%	14%	-11	-22%	-2%	4%	i	-3%	-5%
Cn1c(COc2ccccc2)nc2ccccc21	13%	16%	-4	?	43%[activator]	1%	i	-4%	-2%
COCC(=O)N1CCC(c2nc3ccccc3[nH]2)CC1	0%	-2%	4	?	/	-2%	?	/	/
O=C(Cn1cc2c(n1)CCCC2)NCCCN1CCN(C2CCCCC2)CC1	-1%	9%	-27	-20%	-2%	5%	i	0%	2%
COC(=O)CC1C(=O)NCCN1C(=O)c1ccc([N+](=O)[O-])cc1 (stereo not drawn)	1%	3%	36	2%	2%	0%	i	-9%	-2%
NC(=O)c1ccc(NC(=O)COC(=O)c2c3c(nc4ccccc24)/C(=C\c2ccc4c(c2)OCO4)CCC3)cc1	?	?	-3	-4%	?	?	/	7.3µM*	?
COc1ccc2[nH]c3c(c2c1)CCN1C(=O)C(CC(=O)NCc2ccc(OC)c(OC)c2)C[C@H](C(=O)N(C(C)C)C(C)C)[C@@]31C (stereo partly drawn)	0%	-3%	-9	7%	-14%	-4%	i	-1%	?
C=C(C)CN1CCN(c2c(CCC#N)c(C)c(C#N)c3nc4ccccc4n23)CC1	6%	-1%	38	13%	-7%	-6%	i	6%	?
CC(=O)Nc1ccc(NC(=O)CSc2nnc(-c3ccc4c(c3)OCO4)o2)cc1	-3%	15%[9.24 µM]	15	-4%	12%	1%	i	-22%	6%
Cc1cc(C(=O)CN2C(=O)CN(C)C2=O)c(C)n1-c1cccc(S(=O)(=O)N2CCOCC2)c1	-4%	2%	-10	-5%	/	-2%	i	1%	3%
CCOc1ccc(Nc2cc(C)nc3c(C)cccc23)cc1	-6%	?	-63*	?	-25%	?	?	1%[9.22 µM]	12%
COc1ccc(CN(C)C(=O)/C=C/[C@H]2O[C@@H](n3cc(C)c(=O)[nH]c3=O)C[C@@H]2O)cc1OC	0%	12%	-10	6%	-1%	?	i	/	/

Sorted by length of the SMILES (low to high): some entries from above
SMILES	KB-3-1 cytotox	HT1080NT lethal	IL-1B inflam inh	KB-V1 MDR tox	ATXN2 expr inh	HT1080 IDH1KD tx	ATXN viability	SW480 rerep	MCF10A rerep
Cc1cc(C(=O)NCCCN2CCCC2=O)cs1	-15%	14%	-11	-22%	-2%	4%	i	-3%	-5%
Cc1cccc(OCc2nnc(SCC(=O)N3c4ccccc4CC3C)n2C)c1C (stereo not drawn)	?	?	-25	?	-14%	-29%	i	-3%[9.22 µM]	6%
O=C(Nc1nncs1)c1ccc(N2C(=O)C3C4C=CC(C4)C3C2=O)cc1 (stereo not drawn)	-2%	-4%	15	14%	10%	3%	i	-1%	-1%

Compound profiles (already shown). Order of values: KB-3-1 cytotox	HT1080NT lethal	IL-1B inflam inh	KB-V1 MDR tox	ATXN2 expr inh	HT1080 IDH1KD tx	ATXN viability	SW480 rerep	MCF10A rerep
`COC(=O)CC1C(=O)NCCN1C(=O)c1ccc([N+](=O)[O-])cc1` (stereo not drawn) is listed as 1%	3%	36	2%	2%	0%	i	-9%	-2%
`COc1ccc2[nH]c3c(c2c1)CCN1C(=O)C(CC(=O)NCc2ccc(OC)c(OC)c2)C[C@H](C(=O)N(C(C)C)C(C)C)[C@@]31C` (stereo partly drawn) is listed as 0%	-3%	-9	7%	-14%	-4%	i	-1%	?
`Cc1cc(C(=O)NCCCN2CCCC2=O)cs1` is listed as -15%	14%	-11	-22%	-2%	4%	i	-3%	-5%
`COCC(=O)N1CCC(c2nc3ccccc3[nH]2)CC1` is listed as 0%	-2%	4	?	/	-2%	?	/	/
`C=C(C)CN1CCN(c2c(CCC#N)c(C)c(C#N)c3nc4ccccc4n23)CC1` is listed as 6%	-1%	38	13%	-7%	-6%	i	6%	?

Next part.
SMILES	KB-3-1 cytotox	HT1080NT lethal	IL-1B inflam inh	KB-V1 MDR tox	ATXN2 expr inh	HT1080 IDH1KD tx	ATXN viability	SW480 rerep	MCF10A rerep
CCc1ccc(C2=C(C)C(N3CCC(C(=O)NCc4ccccc4)CC3)=NS2(=O)=O)cc1	-5%	/	/	9%	-9%	/	i	/	/
O=C(Nc1ccccc1)c1cnc2n(c1=O)CCS2	2%	0%	43	-4%	34%	7%	i	15%	1%
CCOc1ccc2c(c1)[N+](C)(C)C(C)(C)C=C2C	8.2µM*	-14%	-55*	-4%	-5%	-6%	i	-1%	14%
COc1ccccc1NC(=O)C(C)OC(=O)CC1CCCC1 (stereo not drawn)	15%	-3%	24	-14%	-8%	5%	i	-5%	-1%
CCOC(=O)C1=C(C)Nc2nc(SC)nn2C1c1ccc(C(=O)OC)cc1 (stereo not drawn)	2%	2%	6	5.8µM*	-21%	9%	i	-4%	-1%
COc1cc(C(=O)Nc2cccc(-c3nnc(-c4ccco4)o3)c2)ccc1OC(C)=O	-20%	-22%	-88*	21µM*	13%	-25%	i	-15%	?
COc1ccc(CNC(=O)C2CCN(C(=O)c3ccc(F)cc3)CC2)cc1OC	-20%	5%	38	-2%	-3%	0%	i	-14%	13%
Cc1ccccc1C(=O)Nc1cc2c(cc1N1CCOCC1)n(C)c(=O)n2C	4%	/	/	1%	5%	/	i	/	/
CCC1=Nc2cc(C(=O)NC(C)c3ccccc3)ccc2Sc2ccc(Cl)cc21 (stereo not drawn)	2%	/	/	-4%	-10%	/	i	/	/
Cc1ccc(CNc2ccc(N3C(=O)CCCC3=O)cc2[N+](=O)[O-])cc1	3%	1%	-7	13%	2%	2%	?	-6%	5%
Cc1cc(C(=O)N2CCOCC2)n(-c2ccccc2)n1	-5%	-10%	24	-3%	-8%	-1%	i	11%	24%
Cc1ccsc1/C=N/NC(=O)C1CC(=O)N(c2ccc(F)cc2)C1 (stereo not drawn)	2%	4%	-8	0%	-1%	3%	i	-24%	?
COc1cc(C2c3cc(O)c(OC)cc3CC(C(=O)O)C2CO)ccc1O (stereo not drawn)	0%	2%	9	6%	6%	4%	i	-7%	-36%
COc1cc(OC)cc(C(=O)N/N=C\c2ccoc2)c1	2%	3.7µM*	6	0%	-3%	5.8µM*	i	5.8µM*	23µM*
Cc1ccc2c(c1)c1c(c(=O)n(-c3ccccc3C)c(=O)n1CC(=O)NCCC1=CCCCC1)n2C	4%	/	/	-29%	7%	/	?	/	/
O=C(Nc1ccccc1)N1CCNCC1	-8%	-2%	10	5%	/	-5%	i	1%	-4%
